Screens as filed in PubChem BioAssay.
Growth percent in the NCI-60 one-dose screen (48 h, 10 µM unless noted): 100 = growth as untreated, 0 = no growth, -100 = all killed.
A498: A498 renal cancer cells; actives 5.4% (n = 76,000); AID 1794774
U251: U251 CNS tumor cells. actives 5.4% (n = 80,000)
SNB-19: SNB-19 CNS cancer cells; actives 2.5% (n = 81,000); AID 1794751
NCI-H23: NCI-H23 lung cancer; actives 4% (n = 80,000)
SF-295: SF-295 CNS cancer cells | actives 5.6% (n = 79,000)
CAKI-1: CAKI-1 renal cancer | actives 4.7% (n = 75,000)
SF-268: SF-268 CNS cancer cells | actives 3.1% (n = 82,000) | AID 1794759
SNB-75: SNB-75 CNS cancer. actives 5% (n = 79,000). AID 1794750
SF-539: SF-539 CNS cancer | actives 6.8% (n = 81,000) | AID 1794752
* marks the source's active call; other numbers are inactive results; . = no result given; & = joins results of further samples. The calls were made as follows: active = growth percent below 10; inactive = the rest.

entry | SMILES | A498 | U251 | SNB-19 | NCI-H23 | SF-295 | CAKI-1 | SF-268 | SNB-75 | SF-539
1 | O=C(O)c1ccc(NCc2cn(-c3ccc(C(F)(F)F)cc3)nc2-c2ccc(C(=O)O)cc2)cc1 | . | 100 | 101 | 107 | 100 | 96 | 98 | 92 | 97
2 | O=C(Nc1ccccn1)c1c(Cl)nc2n1CCS2(=O)=O | 109 | 103 | 107 | 107 | 108 | 113 | 113 | 110 | 99
3 | OCc1nc2ccccc2s1 | 106 | . | 101 | . | 93 | 89 | 99 | 85 | 100
4 | COc1ccc(C2N(c3ccccc3)NC(=O)[C@H]3CCCN23)cc1 (stereo not given in full) | 90 | 96 | 98 | 90 | 92 | . | 95 | 84 | 110
5 | Nc1ccc(N=Nc2ccccc2)c(N)c1 | 89&86 | 99&94 | 99&85 | 102&91 | 109&80 | 103&100 | 93&91 | 93&65 | 97&95
6 | N#CCC(=O)N1CCCC1 | 105 | 103 | 104 | 105 | 121 | 113 | 105 | 105 | 99
7 | CN1CCN(c2ccc(NC(=O)c3cncnc3Nc3ccc4c(ccn4Cc4cccc(F)c4)c3)cc2)CC1 | 77 | 6.2* | 78 | 73 | 81 | 75 | 71 | 67 | 45
8 | CCOC(=O)c1cc(C(=O)OCC)[nH]n1 | 96 | 96 | 102 | 103 | 97 | 93 | 105 | 90 | 106
9 | O=C(Cn1nc(-c2ccccc2)ccc1=O)NN1C(=O)c2ccccc2C1=O | 103 | 102 | 90 | 105 | 97 | 95 | 98 | 107 | 91
10 | CCOC(=O)CCCNC(=O)c1sc2c(c1C)c(=O)nc1c(C#N)n[nH]n12 | 120 | 98 | 103 | 107 | 109 | 125 | 105 | 100 | 112
11 | CCOC(=O)Nc1cccnc1 | 95 | 106 | 107 | 101 | 100 | . | 100 | 84 | 104
12 | COC(=O)Cn1c(C(C)C)nc2ccccc21 | 107 | 101 | 104 | 101 | 110 | 99 | 103 | 98 | 97
13 | C=C(C)[C@@H]1CC=C2c3sc(-c4ccc(OC)cc4)nc3C[C@@H](C)[C@]2(C)C1 | 94 | 108 | 96 | 92 | 98 | 82 | 101 | 87 | 99
14 | CCCCCCCCCCCCNC(=S)N/N=C/c1ccc(O)c(OCC)c1 | 89 | 106 | 98 | 95 | 95 | 86 | 103 | 95 | 112
15 | CC(=O)C1SCC[S+]1C (stereo not given) | 96 | 100 | 114 | 104 | 111 | 104 | 100 | 98 | 106
16 | CC(=O)c1cc(N2CCCC2)ccc1NC(=O)c1cccc(OC(F)(F)F)c1 | 88 | 95 | 101 | 88 | 96 | 72 | 104 | 130 | 107
17 | CS(=O)(=O)Nc1ccc(CNC(=O)c2sccc2Nc2ccnc(C(F)(F)F)c2)cc1 | 90 | 98 | 98 | 99 | 113 | 100 | 98 | 96 | 98
18 | COc1ccc(-c2nnc(CNc3ccccc3C)o2)cc1 | 94 | 97 | 98 | 90 | 93 | . | 94 | 85 | 94
19 | COc1ccc(-c2csc(NC(=O)CSc3nc(-c4ccc(C)cc4)c(C#N)c(=O)[nH]3)n2)cc1 | 77 | 103 | 101 | 86 | 97 | 98 | 92 | 83 | 113
20 | N#Cc1ccc([N+](=O)[O-])cc1NC(N)=S | 125 | 101 | 109 | 108 | 104 | 95 | 94 | 82 | 98
21 | Nc1ccc(N=Nc2ccccc2)cc1[N+](=O)[O-] | 109 | 87 | 95 | 91 | 113 | 66 | 85 | 73 | 93
22 | CN1C(=O)CNC(=O)[C@H](NC(=O)c2nc3ccccc3cc2O)CSSC[C@H]1C(=O)NCCCc1nc2ccccc2cc1O | 118 | 69 | 100 | 67 | 92 | 107 | 50 | 151 | 82
23 | CC1=C(c2cc(-c3ccc(Cl)cc3)nc(=O)[nH]2)C(c2ccccc2)NC(=S)N1 (stereo not given) | 131 | 91 | 90 | 95 | 103 | 92 | 104 | 107 | 98
24 | NS(=O)(=O)c1ccc(N=NNc2ccc(S(N)(=O)=O)cc2)cc1 | 106 | 100 | 117 | 104 | 100 | 109 | 103 | 106 | 103
25 | COc1ccc(C(=O)Nc2cccc(-c3cc(=O)c4c(OC)c(OC)c(OC)cc4o3)c2)cc1 | 69 | 72 | 65 | 57 | 60 | 57 | 58 | 68 | 66
26 | Nc1nc(-c2ccccc2)c(N=Nc2ccc(Cl)cc2[N+](=O)[O-])s1 | 92 | 92 | 89 | . | 101 | 83 | 88 | 80 | 87
27 | Cc1ccc(C)c(CCCC(=O)O)c1 | 106 | 91 | 117 | 99 | 116 | 106 | 120 | 104 | 95
28 | O=C(O)c1cccc2cnccc12 | 90 | 98 | 112 | 100 | 102 | 104 | 97 | 97 | 106
29 | O=c1c2c3c(sc2n2c(SCc4ccccc4)nnc2n1Cc1ccccc1)CCCC3 | 97 | 105 | 103 | 97 | 98 | 96 | 101 | 102 | 95
30 | NC(N)=Nc1cc2ccccc2c2ccccc12 | 59 | 79 | 82 | 87 | 56 | . | 83 | 57 | 89
31 | O=C1CCCC1=P(c1ccccc1)(c1ccccc1)c1ccccc1 | 104 | 98 | 112 | 98 | . | 100 | 111 | 108 | 94
32 | CC(C)CN(CC(C)C)C(=O)c1ccc([N+](=O)[O-])cc1 | 84 | 100 | 99 | 102 | 98 | 98 | 107 | 94 | 95
33 | O=C(NCc1ccc(F)cc1)C1=NOC(Cc2noc(-c3ccc(F)cc3)n2)C1 (stereo not given) | 113 | 106 | 100 | 99 | 112 | 93 | 92 | 99 | 101
34 | CCOc1cc(S(=O)(=O)O)ccc1N | 104 | 96 | 110 | 90 | 97 | . | 95 | 92 | 102
35 | O=C(N/N=C/c1c(Cl)cccc1Cl)c1ccccc1Nc1ccnc(C(F)(F)F)c1 | 74 | 68 | 68 | 46 | 73 | 78 | 73 | 63 | 87
36 | O=C(O)CO.[NH2-].[NH2-].[Pt+2] | 116 | 102 | 100 | 98 | 95 | 103 | 109 | 91 | 97
37 | O=C(OCc1ccc2c(Br)cc(Br)c(O)c2n1)N1CCN(C(=O)c2cc3cc(F)ccc3[nH]2)CC1 | 95 | 90 | 83 | 99 | 100 | 86 | 87 | 76 | 99
38 | Cc1ccc(-c2ccccc2C(=O)O)cc1 | 91 | 110 | 109 | 103 | 101 | 111 | 94 | 123 | 100
39 | O=C1/C=C/[C@@H](O)[C@@H]2C[C@@H](O)C[C@H]2/C=C/CCC[C@H](CO)O1 | -30* | 24 | 49 | 14 | 24 | 18 | 21 | 36 | 35
40 | Nc1ccc(Sc2ccccc2)cc1 | 89 | 88 | 88 | 102 | 98 | 83 | 89 | 74 | 89
41 | COC(=O)c1ccc2cc(OC)c(OC)cc2c1 | 75 | 96 | 100 | 102 | 70 | 92 | 114 | 98 | 116
42 | N/N=C1\NNC2(O1)C(=O)Nc1ccccc12 (stereo not given) | 133 | 100 | 97 | . | 127 | 84 | 96 | 96 | 99
43 | O=C(O)c1cc(-n2c(O)c(C=C3N=c4ccccc4=N3)sc2=S)ccc1O | 104 | 102 | 103 | 96 | 102 | 95 | 97 | 86 | 92
44 | C#CCn1cccc1/C=C1\SC(=S)NC1=S | 67 | 93 | 81 | 94 | 60 | 68 | 83 | 62 | 74
45 | CC(C(=O)O)c1ccc(N2Cc3ccccc3C2=O)cc1 (stereo not given) | 113 | 100 | 107 | 100 | 103 | 99 | 116 | 101 | 103
46 | CSc1nc2c(=S)[nH]c(=S)[nH]c2s1 | 102 | 104 | 101 | 88 | 120 | 106 | 101 | 98 | 92
47 | C[n+]1ccc(C[n+]2ccccc2)c2ccccc21 | 99 | 99 | 104 | 106 | 115 | 95 | 121 | 86 | 95
48 | C=CC(=O)Nc1cc2c(Nc3ccc(F)c(Cl)c3)ncnc2cc1C#CC(C)(C)N1CCN(C)CC1 | -96* | -95* | -99* | -89* | -97* | -100* | -94* | -100* | -100*
49 | O=C1/C(=C/c2ccc(F)cc2)CN(Cc2cn(CCNc3ccnc4cc(Cl)ccc34)nn2)C/C1=C\c1ccc(F)cc1 | -79* | -91* | -74* | . | -56* | 1.4* | -80* | 50 | -79*
50 | CCOc1ccc(NC(=O)NCCN2CCN(C(=O)Nc3ccc(OCC)cc3)CC2)cc1 | 90 | 96 | 108 | 107 | 107 | 95 | 114 | 87 | 90

More entries.
entry | SMILES | A498 | U251 | SNB-19 | NCI-H23 | SF-295 | CAKI-1 | SF-268 | SNB-75 | SF-539
51 | Cc1ccc(OCc2ccccc2Cl)cc1 | 106 | 100 | 100 | 102 | 104 | 93 | 105 | 90 | 100
52 | Cn1cc(-c2cc(N)n3nc(-c4c[nH]c5ccc(Br)cc45)cc3n2)c2cc(Br)cnc21 | -87* | -76* | -36* | -81* | -86* | -69* | -23* | -20* | -98*
53 | COc1ccc(C2CC(c3cccc(Nc4ccnc5cc(Cl)ccc45)c3)=NN2C=O)cc1 (stereo not given) | 7.2* | 17 | 42 | 11 | 2.4* | 17 | 45 | . | -1.1*
54 | CC1(C)C(=O)/C(=C\c2cc(C(F)(F)F)cc(C(F)(F)F)c2)C[C@]2(C)[C@H]3CC[C@@H]4[C@@H](C(=O)/C=C\c5cc(C(F)(F)F)cc(C(F)(F)F)c5)CC[C@@]4(C)[C@]3(C)CC[C@@H]12 | 111 | . | 93 | 98 | 101 | 86 | 98 | 72 | 102
55 | O=C(Nc1ccc([N+](=O)[O-])cc1)c1ccc(-n2c(=O)[nH]c3ccccc3c2=O)cc1 | 111 | 102 | 98 | 95 | 99 | 91 | 91 | 93 | 94
56 | c1ccc(C2=NN3C(C2)c2ccccc2OC3c2ccccc2)cc1 (stereo not given) | 117 | 98 | 101 | 93 | 111 | 78 | 95 | 96 | 98
57 | COc1cc2nc(SCc3n[nH]c(=S)n3C(=O)c3ccc(Br)cc3)n(-c3ccc(Cl)cc3)c(=O)c2cc1OC | . | 101 | 101 | 96 | 98 | 87 | 100 | 102 | 96
58 | COc1ccn2c(C(C)=O)cc(C(=O)c3ccc4c(c3)Sc3ccccc3N4)c2c1 | -18* | 18 | 40 | 28 | 14 | 16 | 22 | 21 | -12*
59 | C/C(=N\Nc1ccc(S(N)(=O)=O)cc1)c1cc2cc(Br)ccc2oc1=O | . | 97 | 95 | 99 | 95 | 91 | 92 | 81 | 88
60 | CCCCC#Cc1c(I)n(C2OC(CO[Si](C)(C)C(C)(C)C)C3OC(C)(C)OC32)c(=O)[nH]c1=O (stereo not given) | 99 | 83 | 98 | 78 | 113 | 74 | 98 | 85 | 88
61 | O=S(=O)(NCCNc1nccc(-c2cn(-c3ccccc3)nc2-c2ccc(Cl)c(O)c2)n1)c1cccc(F)c1 | . | 96 | 106 | 109 | 101 | 107 | 101 | 104 | 111
62 | O=C(c1cccc(F)c1)n1ccc2cc(NC(=S)Nc3ccc(N4CCOCC4)cc3)ccc21 | 83 | 103 | 99 | 96 | 94 | 93 | 101 | 91 | 102
63 | CCCCC/C=C\C/C=C/CCCCCCCCNC(=O)Nc1ccc([N+](=O)[O-])cc1 | 84 | 51 | 90 | . | 56 | 56 | 43 | 103 | 107
64 | CNc1cc([N+](=O)[O-])ccc1OCc1ccccc1 | 84 | 91 | 91 | 88 | 94 | 76 | 104 | 84 | 93
65 | Fc1ccc(C(=S)Nc2ccccc2Cl)cc1 | 111 | 103 | 98 | 99 | 101 | 88 | 103 | 98 | 99
66 | COc1cc(C2=NN(c3ccc(S(N)(=O)=O)cc3)C(c3cc(OC)c(OC)c(OC)c3)C2)cc(OC)c1OC (stereo not given) | 68 | 84 | 86 | . | 91 | 84 | 104 | 68 | 97
67 | Clc1nc(N2CCC3(CC2)OCCO3)ncc1Br | 96 | 83 | 94 | 95 | 106 | 100 | 94 | 101 | 96
68 | S=c1[nH]c2cc3ccccc3cc2[nH]1 | 97 | 102 | 97 | 86 | 110 | 57 | 92 | 62 | .
69 | CCCCCC[C@H]([C@H](C)O)n1cnc2c(N)ncnc21 | 86 | 93 | 92 | 109 | 100 | 82 | 108 | 80 | 91
70 | CCCCC/C=N/Nc1nc(C)cc(=O)[nH]1 | 96 | 97 | 108 | 99 | 89 | 88 | 107 | 99 | 108
71 | Cc1ccc(Nc2nc3c(s2)C2=CC[C@H]4[C@@H]5CC[C@H]([C@H](C)CCCC(C)C)[C@@]5(C)CC[C@@H]4[C@@]2(C)CC3)c(C)c1 | 91 | 102 | 99 | 105 | 99 | 90 | 97 | 96 | 100
72 | O=C(c1ccc(O)cc1)c1ccccc1O | 102 | 97 | 104 | 107 | . | . | 104 | 94 | 106
73 | CCOC(=O)C1C(=O)N(c2ccccc2CC)C(=O)C(C#N)=C1c1ccc2c(c1)OCO2 (stereo not given) | 89 | 108 | 116 | 89 | 91 | 84 | 97 | 89 | 115
74 | Clc1ccc2c(NCCCNCc3ccc4c(c3)OCO4)ccnc2c1 | 101 | 11 | 89 | 73 | 60 | . | 62 | 96 | -87*
75 | C#Cc1ccc(-n2c(/C=C/c3ccc(O)c(OC)c3)nc3ncccc3c2=O)cc1 | 94 | 94 | 96 | 102 | 104 | 96 | 95 | 56 | 97

Not a hit list (roughly 10% active in at least one column).
